# Compound activity deposited in PubChem by several laboratories.
# PHOSPHO1 inh = PHOSPHO1 (human) inhibition | 1.1% of 290,000 active | Q8TCT1 | inhibition, % at 13.3 µM | recombinant PHOSPHO1, absorbance phosphatase assay; in the data active = inhibition above about 60%
# IMP-1 inh = inhibitors of Pseudomonas aeruginosa IMP-1 metallo-beta-lactamase; 0.45% of 290,000 active; inhibition, % at 5.6 µM; AID 1556; purified IMP-1, nitrocefin hydrolysis, epi-absorbance fluorescence;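 active = inhibition above the mean plus 3 SD of all compounds in the same screening run, cut at about 4.5% in these data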;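 note: 0% = IMP-1 with DMSO and 100% = DMSO wells lacking enzyme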
#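 System: purified IMP-1; amount: IMP-1 0.2 nM before substrate addition; compound: single dose, 5.6 µM; times: 25 °C, 15 min preincubation, 25 min reaction; signal: Epi-absorbance via hydrolysed-nitrocefin quenching of white-plate fluorescence, 480/530 nm, EDTA stop; benchmarks: DMSO with and without IMP-1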
# IDE cell activ = activators of human insulin-degrading enzyme in cells | P14735 | HEK cells, FAbeta-B cleavage, fluorescence polarization; 0% vehicle, 100% cell-free pure enzyme wells | activation, % at 5.96 µM | 0.073% of 340,000 active | AID 493087;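 active = activation above the mean of all tested compounds plus 3 SD, set per screening campaign, cut at about 17% in these data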
# IDE inh = cellular human IDE inhibition. HEK cells, FAbetaB cleavage, fluorescence polarization. inhibition, % at 5.59 µM. 0.41% of 320,000 active;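 active = percent inhibition above the average of all tested compounds plus 3 SD, set per screening campaign, cut at about 16% in these data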;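 note: IDE supplied by intact live HEK cells; FP after avidin binding of uncleaved biotin substrate so inhibition keeps polarization high; 0% = DMSO wells and 100% = 60 µM reference IDE inhibitor Ii1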
# NALP1 inh = NALP1 inhibition; AID 2071; 0.61% of 280,000 active; S. cerevisiae NALP1/ASC/caspase-1 growth, X-gal OD620, 72 h; inhibition, % at 10 µM; in the data active = inhibition mostly above about 24%, no sharp cut-off; inactive = mostly below about 32%; note: some compounds called inactive have numbers as strong as hits
# p-CIP stab down = p/CIP protein destabilization. decrease of EGFP signal, % at 10 µM. Q05BA5. F442A p/CIP-EGFP cells, EGFP fluorescence, 16 h. 0.01% of 290,000 active;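 active = EGFP signal decrease of at least 30% at 10 µM or well 3 SD below plate mean, unless failing retest; inactive = the rest, including hits failing retest or dose response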; note: some compounds called inactive have numbers as strong as hits; many of its hits are not listed in these tables
# Target sequence (Q05BA5 1-1403): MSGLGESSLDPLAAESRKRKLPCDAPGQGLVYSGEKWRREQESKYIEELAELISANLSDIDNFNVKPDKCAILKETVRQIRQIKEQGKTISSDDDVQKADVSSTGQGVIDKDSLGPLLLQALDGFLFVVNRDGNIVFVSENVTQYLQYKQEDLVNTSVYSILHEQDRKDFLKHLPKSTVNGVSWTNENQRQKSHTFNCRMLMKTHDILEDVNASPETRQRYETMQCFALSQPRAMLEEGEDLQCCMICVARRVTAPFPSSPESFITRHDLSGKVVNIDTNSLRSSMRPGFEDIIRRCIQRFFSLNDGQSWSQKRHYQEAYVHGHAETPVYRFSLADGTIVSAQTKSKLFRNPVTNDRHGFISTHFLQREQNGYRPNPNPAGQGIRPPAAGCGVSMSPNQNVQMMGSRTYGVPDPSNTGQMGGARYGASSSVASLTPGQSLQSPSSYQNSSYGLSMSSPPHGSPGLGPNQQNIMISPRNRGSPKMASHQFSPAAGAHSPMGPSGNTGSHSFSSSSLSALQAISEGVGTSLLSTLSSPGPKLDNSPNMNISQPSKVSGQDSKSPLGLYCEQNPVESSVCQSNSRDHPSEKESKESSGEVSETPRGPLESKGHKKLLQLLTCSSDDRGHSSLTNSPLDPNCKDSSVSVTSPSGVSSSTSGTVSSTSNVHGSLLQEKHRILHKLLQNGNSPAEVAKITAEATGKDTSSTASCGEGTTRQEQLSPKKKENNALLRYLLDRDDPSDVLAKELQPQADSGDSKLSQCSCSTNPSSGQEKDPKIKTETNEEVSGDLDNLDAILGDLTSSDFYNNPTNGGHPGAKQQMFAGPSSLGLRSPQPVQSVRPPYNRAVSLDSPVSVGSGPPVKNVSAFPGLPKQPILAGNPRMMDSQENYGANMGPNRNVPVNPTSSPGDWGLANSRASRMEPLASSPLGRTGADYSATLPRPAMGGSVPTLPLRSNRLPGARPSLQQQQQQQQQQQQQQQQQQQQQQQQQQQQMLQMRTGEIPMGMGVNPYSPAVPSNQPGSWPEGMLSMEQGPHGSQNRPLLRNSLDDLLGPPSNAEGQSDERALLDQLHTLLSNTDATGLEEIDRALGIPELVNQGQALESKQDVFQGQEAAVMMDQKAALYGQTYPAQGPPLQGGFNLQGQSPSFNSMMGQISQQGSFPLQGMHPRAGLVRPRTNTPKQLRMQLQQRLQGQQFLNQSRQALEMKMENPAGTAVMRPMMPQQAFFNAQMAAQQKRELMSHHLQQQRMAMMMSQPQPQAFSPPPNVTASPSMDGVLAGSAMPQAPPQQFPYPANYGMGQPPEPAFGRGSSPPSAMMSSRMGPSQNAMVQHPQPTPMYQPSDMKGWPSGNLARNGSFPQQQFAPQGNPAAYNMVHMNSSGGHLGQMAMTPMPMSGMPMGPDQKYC
# M18AAP inhibitor = blocks P. falciparum M18 aspartyl aminopeptidase | 1.2% of 290,000 active | AID 1822 | recombinant PfM18AAP, H-Glu-NHMec fluorogenic cleavage | inhibition, % at 7.35 µM;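 active = inhibition above the campaign mean inhibition over all tested compounds plus 3 SD, cut at about 28% in these data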;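 note: 0% = plate median of test compound wells and 100% = 2 mM ZnCl2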
# GPR7 antag = blocks human GPR7 receptor signaling. GPR7-expressing cells, fluorescence antagonist assay. inhibition, % at 4.4 µM. 1.1% of 290,000 active. AID 1861; in the data active = inhibition above about 16%, passing the limit was not always enough;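 note: cells stimulated with the agonist NPW; 0% = agonist with vehicle and 100% = vehicle without agonist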
# VIM-2 inh = blocks Pseudomonas aeruginosa VIM-2 metallo-beta-lactamase. purified VIM-2, nitrocefin hydrolysis, epi-absorbance fluorescence. AID 1527. 0.89% of 290,000 active. inhibition, % at 5.6 µM;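 active = inhibition above the mean of all tested compounds plus 3 SD, cutoff set per screening run, cut at about 7.5% in these data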;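 note: red hydrolysis product quenches plate fluorescence so inhibitors raise well fluorescence; 0% = enzyme with DMSO and 100% = DMSO without enzyme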
# * = called active by the depositor; . = no result given.
SMILES,PHOSPHO1 inh,IMP-1 inh,IDE cell activ,IDE inh,NALP1 inh,p-CIP stab down,M18AAP inhibitor,GPR7 antag,VIM-2 inh
Cc1ccc(C(=O)NCc2nnc(SCC(=O)NC(C)c3ccccc3)n2C)cc1 (configuration not stated),27,-3.3,-3,-4,13,2,1,-7,-4.9
CC1CN(c2oc(-c3ccco3)nc2S(=O)(=O)c2ccccc2)CC(C)O1 (configuration not stated),76*,-2.1,3,1,6,6,1,0,-3.2
CCOc1ccccc1N1CCN(C(=O)c2ccc3c(c2)OCO3)CC1,18,-3.4,-5,-1,8,-3,-4,-14,-0.5
O=C(CNc1cc(S(=O)(=O)N2CCOCC2)ccc1NCC1CCCO1)Nc1ccccc1F (configuration not stated),18,-1.4,6,-4,7,-23,10,-3,-2.6
CC(C)(C)c1ccc(-n2ncc3c2CCCC3NC(=O)CCN2CCCO2)cc1 (configuration not stated),60,-4.5,-2,6,-2,-7,-2,-7,-1.9
COCCN1Cc2cccc(C(=O)NC3CCCCCC3)c2C1=O,-3,-1.9,0,7,31,-5,-3,-8,1.1
Cc1sc(NC(=O)c2ccco2)c(C(Nc2ccccn2)c2ccccc2)c1C (configuration not stated),-14,-4.5,6,1,39,1,2,0,-4.5
Cn1cnnc1Sc1ccc(C(=O)OCC(=O)Nc2cc(Cl)cc(Cl)c2)cc1[N+](=O)[O-],4,-4.0,2,-4,22,-6,-1,-9,-2.6
Cc1onc(-c2ccccc2Cl)c1C(=O)N1CCc2ccccc21,13,-3.7,-2,-1,4,-12,0,-4,-1.9
O=C(O)c1ccc(-n2nc(-c3ccccc3)c3ccccc3c2=O)cc1,-22,-1.5,6,2,-24,8,3,3,-3.2
Cn1nnnc1SCCNCC#Cc1ccccc1,11,-2.0,7,9,-8,-7,-8,26*,-1.5
COc1ccccc1CNC(=O)c1ccc(OC(F)F)c(OC)c1,1,1.2,0,-1,30,-2,-2,-5,-1.9
COc1cc(-c2nnc(SCC(=O)c3ccccc3)o2)cc(OC)c1OC,39,-2.4,0,3,12,-8,2,-15,-4.2
CCc1ccc(S(=O)(=O)NCc2ccc(N3CCN(C)CC3)cc2)cc1,47,-0.6,2,6,30,10,-9,-21,0.4
CC(c1ccccc1C(O)c1ccccc1)N(C)C (configuration not stated),-3,-3.6,1,3,8,-11,-3,-5,-3.5
O=C(CNC(=O)c1ccc2c(c1)OCCO2)N/N=C/c1ccc([N+](=O)[O-])cc1,30,-0.5,-2,-1,-15,-3,4,-13,-1.4
Cc1cc(NS(=O)(=O)c2ccc(NC(=O)CCc3ccccc3)cc2)no1,11,0.2,-1,-3,22,-7,1,-3,0.9
COc1cc2nc(=S)n(CCCN3CCOCC3)c(N)c2cc1OC,20,-1.6,6,.,6,-9,11,4,-3.3
Cc1ccc(Oc2ncnc(N)c2[N+](=O)[O-])cc1,-13,-3.2,5,3,4,17,-3,-17,-0.3
COc1ccc(N2C(=O)NC3CC2(C)Oc2ccc(Cl)cc23)cc1OC (configuration not stated),6,-2.4,1,-4,-39,4,-2,5,-1.3

# Five entries already listed, arranged by their value in VIM-2 inh, highest first:
SMILES,PHOSPHO1 inh,IMP-1 inh,IDE cell activ,IDE inh,NALP1 inh,p-CIP stab down,M18AAP inhibitor,GPR7 antag,VIM-2 inh
Cn1nnnc1SCCNCC#Cc1ccccc1,11,-2.0,7,9,-8,-7,-8,26*,-1.5
COc1ccccc1CNC(=O)c1ccc(OC(F)F)c(OC)c1,1,1.2,0,-1,30,-2,-2,-5,-1.9
Cn1cnnc1Sc1ccc(C(=O)OCC(=O)Nc2cc(Cl)cc(Cl)c2)cc1[N+](=O)[O-],4,-4.0,2,-4,22,-6,-1,-9,-2.6
COc1cc2nc(=S)n(CCCN3CCOCC3)c(N)c2cc1OC,20,-1.6,6,.,6,-9,11,4,-3.3
Cc1sc(NC(=O)c2ccco2)c(C(Nc2ccccn2)c2ccccc2)c1C (configuration not stated),-14,-4.5,6,1,39,1,2,0,-4.5

# Additional results
SMILES,PHOSPHO1 inh,IMP-1 inh,IDE cell activ,IDE inh,NALP1 inh,p-CIP stab down,M18AAP inhibitor,GPR7 antag,VIM-2 inh
CCOc1ccc(NC(=O)CCC(=O)OC)cc1,1,-1.6,3,3,-24,-12,5,-11,-2.5
Nc1ccc(Oc2cc(N)cc(Oc3ccccc3)c2)cc1,.,-1.9,2,0,9,-2,0,-7,-1.9
Cc1ccc([N+](=O)[O-])cc1Nc1nc(N2CCCC2)nc(N2CCCC2)n1,14,-0.8,6,0,26,8,-1,-3,3.4
O=C(O)C1CCCCC1C(=O)Nc1ccc(S(=O)(=O)N2CCCCC2)cc1 (configuration not stated),46,-2.8,-6,2,-15,-2,3,-2,0.0
O=C(Cc1c(Cl)cccc1Cl)Nc1ccc(S(=O)(=O)Nc2ncccn2)cc1,8,1.5,1,2,33,-3,-4,-3,-2.0
CCn1c(Cc2ccccc2)nnc1SCC(=O)Nc1cc(C)on1,12,-1.7,-4,0,13,-11,-11,-3,-2.9
Cc1c(OC(C)C(=O)N[C@@H](Cc2ccccc2)C(=O)O)ccc2c3c(c(=O)oc12)CCCC3 (some centres not stated),8,0.8,3,0,9,-1,-6,0,6.5
COc1cc(O)oc1C=Nc1ccc(Oc2ccccc2)cc1,6,-2.1,4,6,19,3,-2,-6,-2.4
CCOc1ccccc1C(=O)NC(C(=O)OCC(=O)Nc1nnc(-c2ccccc2)o1)C(C)C (configuration not stated),0,-1.9,3,3,22,-14,0,15,-0.6
BrC(/C=N/Nc1nc(N2CCOCC2)nc(N2CCOCC2)n1)=C/c1ccccc1,-5,-0.3,-8,6,-3,-29,21,5,4.7
CC(=O)NS(=O)(=O)c1ccc(NC(=O)C(Sc2ccccc2)c2ccccc2)cc1 (configuration not stated),14,-2.1,7,1,29,0,-1,-1,0.1
Cc1nc2ccccc2c(=O)n1CCN1CCOCC1,28,-1.8,4,-4,14,-8,-3,-7,-3.2
O=C(NCc1ccccc1)c1cc(S(=O)(=O)N2CCCCC2)ccc1N1CCOCC1,16,-1.4,1,5,1,-5,2,1,-0.8
Cc1ccc(/C=C2/CCc3c([nH]c4ccccc34)C2=O)cc1,20,-2.2,6,-6,0,-10,3,-10,-5.6
O=C(O)c1cccc(NC(CNS(=O)(=O)c2ccc(Cl)cc2)c2ccccc2)c1 (configuration not stated),4,-2.9,1,5,7,-11,-3,-3,-4.1
Cc1ccccc1N1CCN(C2CCCN(C(=O)c3ccsc3)C2)CC1 (configuration not stated),27,-5.9,9,.,7,-12,-2,-5,-3.1
O=C(NCc1ccccc1)C1CCCN(S(=O)(=O)c2cccc3nonc23)C1 (configuration not stated),-15,-0.7,4,8,43,-4,18,3,-0.6
CC1Cn2c(nc3sc4c(c3c2=O)CC(C)(C)OC4)N1CCO (configuration not stated),31,-1.9,4,.,10,-6,-3,-2,-0.7
Cc1ccc(-c2cc(C(=O)Nc3ccc(S(=O)(=O)Nc4cc(C)on4)cc3)c3ccccc3n2)c(C)c1,6,-0.6,5,-2,5,4,-3,-3,-3.2
O=C(NCCCN1CCOCC1)c1onc(CSc2nc3ccccc3[nH]2)c1C(=O)NCCCN1CCOCC1,20,-5.9,5,-3,11,1,-1,-17,-1.6
CCOC(=O)c1ccc(-c2c(-c3ccc4c(c3)OCO4)noc2-c2ccsc2)cc1F,-13,-3.6,0,-5,18,0,-2,-2,-1.1
COCCCNC(=O)C(=O)N/N=C/c1cc2c(cc1Br)OCO2,21,-1.8,0,3,0,-9,-7,0,-2.0
O=C(CC1C(=O)NCCN1C/C=C/c1ccccc1)NCCc1cccnc1 (configuration not stated),49,-1.9,4,2,9,0,4,-6,-2.9
Cc1c(CCOC(=O)c2ccccc2)sc[n+]1Cc1ccccc1,0,-2.0,-4,-5,27,3,-1,-7,-2.5
CCOC(=O)c1[nH]c2c(c1C)C(=O)CC(c1ccc(OCC)c(OC)c1)C2 (configuration not stated),2,-2.9,0,-4,-14,-18,1,-5,-4.0
O=C(N/N=C/c1ccncc1)c1sc2ccccc2c1Cl,22,-2.4,-6,-3,1,-13,-1,-19,8.9*
COc1cccc(CC2(CO)CCCN(Cc3cn[nH]c3-c3cc(C)ccc3C)C2)c1 (configuration not stated),1,-2.7,1,-2,9,-4,-3,3,-3.5
CCCOc1ccc(C(=O)NC(=S)N2CCN(c3cc4c(cc3F)c(=O)c(C(=O)O)cn4CC)CC2)cc1,-52,-2.4,3,4,-30,15,-4,4,0.6
COc1ccc(-c2onc(C)c2-c2ccc(C(=O)OC(C)C)o2)c(O)c1,24,-4.0,0,-5,4,2,-1,-15,-2.1
COc1ccccc1NC(=O)NNC(=O)CCc1ccccc1,21,-2.7,-1,1,12,3,5,-11,-4.0
COC(=O)c1ccc(CSc2nnc(NC(=O)C3CC(=O)N(c4ccc5c(c4)OCCO5)C3)s2)cc1 (configuration not stated),11,-4.1,-1,9,25,1,-9,12,-1.7
O=C1OC(Nc2ccc3ncccc3c2)c2ccccc21 (configuration not stated),-3,-1.9,0,-3,21,-16,5,-5,-8.3
CCN(CC)S(=O)(=O)c1cc(NC(=O)c2ccc(-n3cncn3)c([N+](=O)[O-])c2)ccc1C,23,-2.7,5,0,-8,-1,2,10,0.1
NNC(=O)c1sc2cc(C(F)(F)F)cnc2c1-c1cccnc1,24,-2.0,8,6,-8,-13,-7,-3,-1.2

# In the list so far, six have a Cl atom.
SMILES,PHOSPHO1 inh,IMP-1 inh,IDE cell activ,IDE inh,NALP1 inh,p-CIP stab down,M18AAP inhibitor,GPR7 antag,VIM-2 inh
Cn1cnnc1Sc1ccc(C(=O)OCC(=O)Nc2cc(Cl)cc(Cl)c2)cc1[N+](=O)[O-],4,-4.0,2,-4,22,-6,-1,-9,-2.6
Cc1onc(-c2ccccc2Cl)c1C(=O)N1CCc2ccccc21,13,-3.7,-2,-1,4,-12,0,-4,-1.9
COc1ccc(N2C(=O)NC3CC2(C)Oc2ccc(Cl)cc23)cc1OC (configuration not stated),6,-2.4,1,-4,-39,4,-2,5,-1.3
O=C(Cc1c(Cl)cccc1Cl)Nc1ccc(S(=O)(=O)Nc2ncccn2)cc1,8,1.5,1,2,33,-3,-4,-3,-2.0
O=C(O)c1cccc(NC(CNS(=O)(=O)c2ccc(Cl)cc2)c2ccccc2)c1 (configuration not stated),4,-2.9,1,5,7,-11,-3,-3,-4.1
O=C(N/N=C/c1ccncc1)c1sc2ccccc2c1Cl,22,-2.4,-6,-3,1,-13,-1,-19,8.9*

# Structures shown so far with two or more sulfur atoms (2):
SMILES,PHOSPHO1 inh,IMP-1 inh,IDE cell activ,IDE inh,NALP1 inh,p-CIP stab down,M18AAP inhibitor,GPR7 antag,VIM-2 inh
CC(=O)NS(=O)(=O)c1ccc(NC(=O)C(Sc2ccccc2)c2ccccc2)cc1 (configuration not stated),14,-2.1,7,1,29,0,-1,-1,0.1
COC(=O)c1ccc(CSc2nnc(NC(=O)C3CC(=O)N(c4ccc5c(c4)OCCO5)C3)s2)cc1 (configuration not stated),11,-4.1,-1,9,25,1,-9,12,-1.7
